EPAC1 antagonist: EPAC1 (human) antagonism | O95398 | Potency, µM (series often up to 115 µM), for inactives: at the highest dose activity change, negative = inhibition, hits mostly inhibitors | hit rate 0.14% among 360,000 | EPAC1 GEF assay, Rap1b-BODIPY-GDP exchange fluorescence;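 note: potency is the fitted concentration of half-maximal effect; plate controls were vehicle for no effect and positive control for full effect; nearly all actives have a fitted effect of over 50% in size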
CCT chaperon mod: modulators of cytosolic chaperonin (CCT/TRiC) activity | hit rate 0.3% among 360,000 | activity change, % (concentration not given with the values), hits read low | purified chaperonin ATPase assay, HTRF ADP detection, 30 min; in the data active = activity change below about -30%; note: % is set by controls: 0 for no effect and ±100 for the full control effect
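First, chaperonin was dispensed at 40 nM or 20 nM final depending on batch activity. Next, compounds were pinned at 76 uM and ATP added at 10 uM. After 30 min at 37 °C, ADP detection reagents ran 30 min at ambient temperature.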
EPAC1 ag: EPAC1 (human) agonism; hit rate 0.073% among 360,000; O95398; AID 720707; Potency, µM (series often up to 154 µM), inactives show at the highest dose activation, usual class: activators; EPAC1 agonist qHTS, biochemical assay; response scale: 100% = response to 6.5 mM cAMP; note: potency is the fitted concentration of half-maximal effect; nearly all actives have a fitted effect of over 60% in size
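Normalized to 6.5 mM cAMP, activity reflects EPAC1-catalysed release of BODIPY-GDP from Rap1B, followed kinetically over 30 min at 480 nm excitation, 540 nm emission. Reaction contained 100 nM EPAC1, 250 nM Rap1B-BODIPY-GDP, 50 uM GDP.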
MmCpn inh: inhibitors of Methanococcus maripaludis chaperonin (MmCpn); hit rate 0.031% among 330,000; Potency, µM (highest dose often 76.9 µM), inactives show top-dose activity, negative = inhibition, hits mostly inhibitors; AID 504842; purified Mm-Cpn ATPase, ADP Transcreener TR-FRET; note: potency is the fitted concentration of half-maximal effect; % is set by controls: 0 for no effect and ±100 for the full control effect; nearly all actives have a fitted effect of over 80% in size
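Measured: ADP formation by purified Mm-CPN. Conditions: 25 nM protein, 10 uM ATP, Tris pH 7.4 with Mg2+, K+ and DTT, 37°C for 30 min. Detection: Transcreener HTRF after 30 min at room temperature.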
EPAC2 antagonist: EPAC2 (human) antagonism; Potency, µM (top dose mostly 114 µM), for inactives: top-dose activity, negative = inhibition, most hits filed as inhibitors; AID 720708; hit rate 0.18% among 360,000; EPAC2 GEF exchange of Rap1B-BODIPY-GDP, fluorescence; Q8WZA2; note: potency is the fitted concentration of half-maximal effect; % is set by controls: 0 for no effect and ±100 for the full control effect; nearly all actives have a fitted effect of over 45% in size; many of its hits are not listed in these tables
PI5P4K alpha inh: blocks human PI5P4K alpha kinase activity; P48426; PI5P4Kalpha enzyme, ADP-Glo luminescence, 60 min; hits give low values; max response, %; hit rate 1.2% among 330,000; AID 652105; active = max response of -50% or lower; inconclusive = between -30% and -50%; inactive = -30% or higher; note: value at the top dose of about 77 µM; % is set by controls: 0 for no effect and ±100 for the full control effect
Target sequence (P48426 whole entry, looked up): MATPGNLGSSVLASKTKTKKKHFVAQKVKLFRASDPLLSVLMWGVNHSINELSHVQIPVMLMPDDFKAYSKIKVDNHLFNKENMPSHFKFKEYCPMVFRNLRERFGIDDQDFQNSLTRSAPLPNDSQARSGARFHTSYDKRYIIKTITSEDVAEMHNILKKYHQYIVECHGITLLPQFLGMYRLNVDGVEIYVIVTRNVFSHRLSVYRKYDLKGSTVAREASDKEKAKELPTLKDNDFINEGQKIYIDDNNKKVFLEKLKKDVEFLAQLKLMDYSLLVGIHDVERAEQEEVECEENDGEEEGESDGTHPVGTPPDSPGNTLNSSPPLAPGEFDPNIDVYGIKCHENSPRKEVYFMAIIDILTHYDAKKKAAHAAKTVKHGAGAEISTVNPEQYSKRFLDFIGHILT
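Enzyme plus substrate dispensed, test compounds pinned in, then ATP (5 microM final) added. After 60 min at RT, ADP-Glo reagent 1 for 45 min and reagent 2 for 30 min preceded luminescence imaging.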
PLK1 PBD inh: blocks phosphopeptide binding to human PLK1 polo-box domain | AID 720504 | Plk1 PBD binding of FITC phosphopeptide, fluorescence polarization | Potency, µM, inactives show max response, negative = inhibition, actives largely listed as inhibitors | hit rate 2.8% among 360,000 | P53350; note: potency is the fitted concentration of half-maximal effect; series mostly up to about 57 µM; % is set by controls: 0 for no effect and ±100 for the full control effect; nearly all actives have a fitted effect of over 65% in size
WRN helicase inh: WRN helicase (human) inhibition; WRN helicase unwinding, fluorescent forked duplex, kinetic; Potency, µM (highest dose often 114 µM), for the others: at the highest dose activity change, negative = inhibition, usual class: inhibitors; hit rate 0.46% among 360,000; note: potency is the fitted concentration of half-maximal effect; % is set by controls: 0 for no effect and ±100 for the full control effect; nearly all actives have a fitted effect of over 55% in size
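WRN at 20 nM final preincubated with compound 15 min at room temperature; reaction started with 100 nM fluorophore/quencher forked duplex oligonucleotide and 2 mM ATP final. Unwinding followed kinetically by red fluorescence (ex 525, em 598 nm).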
Numbers without * were called inactive; ? = inconclusive; / = not tested or not shown; [ ] = remark or other dose. Unless noted, calls come from the whole dose curve; as a rule, active = well fitted curve in the direction sought with a large enough effect; inconclusive = small, poorly fitted or top-dose-only effect, or another doubt; inactive = no such curve, though single readings can be large; an effect the other way counts as inactive or inconclusive.

Keys: A = EPAC1 antagonist; B = CCT chaperon mod; C = EPAC1 ag; D = MmCpn inh; E = EPAC2 antagonist; F = PI5P4K alpha inh; G = PLK1 PBD inh; H = WRN helicase inh
structure: O=C(Nc1ccccc1)N1CCN(c2cccc(C(F)(F)F)c2)CC1
  A = -7% | B = -5.6 | C = 14% | D = 2% | E = -2% | F = / | G = 0% | H = -9%
structure: O=C(OCc1ccc([N+](=O)[O-])cc1)C1CC(=O)N(Cc2ccccc2)C1 (stereo not drawn)
  A = 4% | B = -1.6 | C = 0% | D = 0% | E = 2% | F = -3 | G = -3% | H = 4%
structure: CCOC(=O)/C=C1\NC(C)(C)Cc2cc(OC)c(OC)cc21
  A = -3% | B = -6.6 | C = 4% | D = 2% | E = 1% | F = -1 | G = -9% | H = -7%
structure: CCN(C1CCCCC1)S(=O)(=O)c1ccc(S(=O)(=O)NCc2ccncc2)cc1
  A = -12% | B = -4.1 | C = -6% | D = 0% | E = -4% | F = / | G = -3% | H = -3%
structure: CN(C)/C=N/c1c(C(=O)NCc2ccccc2)nnn1Cc1ccccc1
  A = 0% | B = 0.6 | C = 4% | D = 1% | E = 0% | F = 8 | G = 0% | H = 3%
structure: C/C=C/C(=O)Nc1nnc(C2CCCCC2)s1
  A = 4% | B = -0.6 | C = 5% | D = 2% | E = 1% | F = -1 | G = 4% | H = -8%
structure: COc1ccc(OC)c2[nH]c(=O)c(CCNC(=O)C(C)C)cc12
  A = -2% | B = -1.9 | C = 0% | D = -4% | E = 26% | F = -4 | G = -5% | H = 5%
structure: O=C(CN1C(=O)C2CCCCC2C1=O)N1CCN(c2ccccc2)CC1 (stereo not drawn)
  A = -7% | B = 1.2 | C = 11% | D = 0% | E = 0% | F = -1 | G = 2% | H = -7%
structure: CCOc1cccc(-c2c(C(=O)N/N=C/c3sccc3C)nnn2-c2nonc2N)c1
  A = -12% | B = -1.0 | C = 12% | D = 0% | E = -10% | F = 2 | G = -4% | H = -5%
structure: Cc1ccc(C)c(NC(=S)N2CCN(c3ccccn3)CC2)c1
  A = -2% | B = -3.0 | C = 15% | D = -1% | E = 5% | F = 4 | G = -7% | H = -2%

More compounds.
Keys: A = EPAC1 antagonist; B = CCT chaperon mod; C = EPAC1 ag; D = MmCpn inh; E = EPAC2 antagonist; F = PI5P4K alpha inh; G = PLK1 PBD inh; H = WRN helicase inh
structure: CN(C)CCCNC(=O)C(=O)NCC1OCCN1S(=O)(=O)c1cccs1 (stereo not drawn)
  A = 5% | B = -1.6 | C = 14% | D = 0% | E = 7% | F = 8 | G = -4% | H = -26%
structure: CN(C)CCCNC(=O)/C(=C/c1ccc(-c2ccc([N+](=O)[O-])cc2)o1)NC(=O)c1ccccc1
  A = 3% | B = 1.6 | C = 11% | D = -2% | E = 0% | F = 2 | G = -10% | H = 1%
structure: CCn1c(C)nc2cc(S(=O)(=O)C(F)(F)F)ccc21
  A = -5% | B = -1.0 | C = -1% | D = -2% | E = -2% | F = 5 | G = -3% | H = -1%
structure: C=CCN1C(=O)/C(=C/C=C2/N(CC)c3ccc(S(=O)(=O)N(C)C)cc3N2CC)SC1=S
  A = 10% | B = -1.5 | C = 100µM* | D = 2% | E = -1% | F = -14 | G = 71%[activator] | H = 5.3µM*
structure: CC(=O)NC[C@H]1O[C@@H](n2ccc(N)nc2=O)[C@H](O)[C@@H]1O
  A = 1% | B = 2.7 | C = -4% | D = / | E = 6% | F = 5 | G = 8% | H = -3%
structure: O=c1c2ccccc2oc2nc(-c3ccco3)n(Cc3ccccc3)c(=O)c12
  A = -18% | B = -0.9 | C = 4% | D = -12% | E = -4% | F = 1 | G = -16% | H = -1%
structure: NS(=O)(=O)c1ccc(CCNC(=O)CCCC2=NS(=O)(=O)c3ccccc3N2)cc1
  A = 0% | B = -0.1 | C = 7% | D = 3% | E = -1% | F = / | G = -1% | H = -7%
structure: COc1ccc(C(c2nnnn2CS(=O)(=O)c2ccc(C)cc2)N2CCN(c3ncccn3)CC2)cc1 (stereo not drawn)
  A = ? | B = 0.4 | C = 10% | D = 1% | E = ? | F = 10 | G = -20% | H = -8%
structure: COc1cc(C2CC(=O)Oc3c(C(CCN4CCN(c5ccccc5)CC4)c4ccc(N(C)C)cc4)c(OC)cc(OC)c32)cc(OC)c1OC (stereo not drawn)
  A = 7% | B = -1.9 | C = -2% | D = -1% | E = -8% | F = 2 | G = -9% | H = 4%
structure: CC(C)CNC(=O)COC(=O)c1cc(S(=O)(=O)N(C)C)ccc1N1CCCC1
  A = -4% | B = 3.3 | C = -7% | D = 0% | E = 0% | F = 4 | G = 4% | H = -5%

Further compounds.
Keys: A = EPAC1 antagonist; B = CCT chaperon mod; C = EPAC1 ag; D = MmCpn inh; E = EPAC2 antagonist; F = PI5P4K alpha inh; G = PLK1 PBD inh; H = WRN helicase inh
structure: NCCc1c(C(=O)O)[nH]c2ccc([N+](=O)[O-])cc12
  A = -2% | B = -3.7 | C = 0% | D = 1% | E = 1% | F = -27 | G = 21µM* | H = 1%
structure: COc1cc(NC(=O)COc2cc(C)cc3oc(=O)cc(C)c23)cc(OC)c1OC
  A = -6% | B = -0.4 | C = 19% | D = / | E = -15% | F = 4 | G = -12% | H = 0%
structure: COc1ccc(CNc2ccc3c(c2)ncn3C)cc1OC
  A = -2% | B = -0.5 | C = -2% | D = 1% | E = 6% | F = 5 | G = -7% | H = 15%
structure: Nc1ccc(C23CC4CC(CC(C4)C2)C3)cc1
  A = -13% | B = 0.5 | C = 7% | D = 0% | E = -3% | F = 18 | G = -10% | H = 8%
structure: O=C(COC(=O)c1cc([N+](=O)[O-])ccc1NCCO)c1ccccc1
  A = -25% | B = 0.8 | C = 1% | D = 0% | E = -7% | F = 1 | G = -2% | H = -6%

Eleven structures already listed, ordered by length of the SMILES, ascending:
Keys: A = EPAC1 antagonist; B = CCT chaperon mod; C = EPAC1 ag; D = MmCpn inh; E = EPAC2 antagonist; F = PI5P4K alpha inh; G = PLK1 PBD inh; H = WRN helicase inh
structure: Nc1ccc(C23CC4CC(CC(C4)C2)C3)cc1
  A = -13% | B = 0.5 | C = 7% | D = 0% | E = -3% | F = 18 | G = -10% | H = 8%
structure: COc1ccc(CNc2ccc3c(c2)ncn3C)cc1OC
  A = -2% | B = -0.5 | C = -2% | D = 1% | E = 6% | F = 5 | G = -7% | H = 15%
structure: CCn1c(C)nc2cc(S(=O)(=O)C(F)(F)F)ccc21
  A = -5% | B = -1.0 | C = -1% | D = -2% | E = -2% | F = 5 | G = -3% | H = -1%
structure: NCCc1c(C(=O)O)[nH]c2ccc([N+](=O)[O-])cc12
  A = -2% | B = -3.7 | C = 0% | D = 1% | E = 1% | F = -27 | G = 21µM* | H = 1%
structure: O=c1c2ccccc2oc2nc(-c3ccco3)n(Cc3ccccc3)c(=O)c12
  A = -18% | B = -0.9 | C = 4% | D = -12% | E = -4% | F = 1 | G = -16% | H = -1%
structure: CC(C)CNC(=O)COC(=O)c1cc(S(=O)(=O)N(C)C)ccc1N1CCCC1
  A = -4% | B = 3.3 | C = -7% | D = 0% | E = 0% | F = 4 | G = 4% | H = -5%
structure: CC(=O)NC[C@H]1O[C@@H](n2ccc(N)nc2=O)[C@H](O)[C@@H]1O
  A = 1% | B = 2.7 | C = -4% | D = / | E = 6% | F = 5 | G = 8% | H = -3%
structure: NS(=O)(=O)c1ccc(CCNC(=O)CCCC2=NS(=O)(=O)c3ccccc3N2)cc1
  A = 0% | B = -0.1 | C = 7% | D = 3% | E = -1% | F = / | G = -1% | H = -7%
structure: COc1ccc(C(c2nnnn2CS(=O)(=O)c2ccc(C)cc2)N2CCN(c3ncccn3)CC2)cc1 (stereo not drawn)
  A = ? | B = 0.4 | C = 10% | D = 1% | E = ? | F = 10 | G = -20% | H = -8%
structure: CN(C)CCCNC(=O)/C(=C/c1ccc(-c2ccc([N+](=O)[O-])cc2)o1)NC(=O)c1ccccc1
  A = 3% | B = 1.6 | C = 11% | D = -2% | E = 0% | F = 2 | G = -10% | H = 1%
structure: COc1cc(C2CC(=O)Oc3c(C(CCN4CCN(c5ccccc5)CC4)c4ccc(N(C)C)cc4)c(OC)cc(OC)c32)cc(OC)c1OC (stereo not drawn)
  A = 7% | B = -1.9 | C = -2% | D = -1% | E = -8% | F = 2 | G = -9% | H = 4%

Screening results (PubChem)

These rows are one share of the data (hit frequency here may not be typical).
